Assay outcomes (PubChem)
FLuc inhib CS: Photinus pyralis luciferase inhibition counter-screen | P08659 | AID 1006 | inhibition, % at 10 µM | 1.5% of 200,000 active | ATPLite firefly luciferase biochemical luminescence, 10 min;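 active means inhibition above about 50% when tested at 10 µM, limit read from the data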
NF-kB expr up: compounds increasing NF-kB expression in human neuronal cells. NF-kB reporter expression; stronger effect = higher value. fold change at 12.5 µM. 1.6% of 190,000 active; in the data active means fold change above about 3.3
bIAP act: intestinal alkaline phosphatase (bovine) activation. purified bovine IAP, CDP-star luminescence, 30 min; stronger effect = higher value; fold of DMSO-control signal, blank-subtracted. activation factor at 20 µM. 0.17% of 200,000 active. AID 1016;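 active means activation factor of 2 or more at 20 µM, a signal rise over negative controls twice the positive control's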
PMI act hi M6P: activators of human phosphomannose isomerase at near-saturating mannose 6-phosphate | coupled PMI enzyme assay, resazurin fluorescence, 20 min; stronger effect = higher value; 1 = untreated enzyme, 0 = substrate-free blank | activation factor at 20 µM | AID 1216 | 0.34% of 190,000 active | P34949;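 active means activation factor of 2 or more at 20 µM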
Target sequence (P34949 whole entry, looked up): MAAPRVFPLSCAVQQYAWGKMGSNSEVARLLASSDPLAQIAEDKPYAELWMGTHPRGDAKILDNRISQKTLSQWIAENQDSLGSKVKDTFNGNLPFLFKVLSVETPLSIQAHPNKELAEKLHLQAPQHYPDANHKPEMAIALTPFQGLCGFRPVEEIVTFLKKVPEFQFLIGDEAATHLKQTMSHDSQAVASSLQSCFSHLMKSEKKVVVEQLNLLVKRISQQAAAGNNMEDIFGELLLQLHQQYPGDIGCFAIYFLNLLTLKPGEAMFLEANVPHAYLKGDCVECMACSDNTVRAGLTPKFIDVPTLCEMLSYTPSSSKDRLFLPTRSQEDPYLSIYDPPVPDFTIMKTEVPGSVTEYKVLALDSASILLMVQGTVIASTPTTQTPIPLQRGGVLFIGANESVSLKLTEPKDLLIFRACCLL
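Test system: human PMI in coupled enzyme assay; Input: PMI at 15 ng/mL final; Medium: HEPES buffer, pH 7.4; Schedule: 20 min incubation at room temperature; Technique: resorufin fluorescence at Ex 544/Em 590 nm; Compound: 20 µM single dose; Probe or stimulus: Near-saturating mannose-6-phosphate, 1.0 mM.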
TNAP inh hiacc: TNAP (human) inhibition, high acceptor; 0.03% of 200,000 active; inhibition, % at 20 µM; AID 1135; purified TNAP, CDP-star luminescence, 1 M DEA; P05186;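 active means over 50% inhibition of tissue-nonspecific alkaline phosphatase at 20 µM in the single-dose screen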;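 further: plate controls were DMSO wells for no effect and EDTA-quenched wells as full inhibition for full effect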
PMI activator: increases human mannose-6-phosphate isomerase activity. purified human PMI, coupled resazurin fluorescence, 20 min; stronger effect = higher value; 1 = vehicle control, 0 substrate-free wells. activation factor at 20 µM. 0.005% of 190,000 active. AID 1214;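 active means activation factor of 2 or more at 20 µM, relative to plate controls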
APP 5'UTR act: activates APP 5'UTR luciferase reporter; AID 1276; 1% of 190,000 active; SH-SY5Y APP 5'UTR luciferase reporter, luminescence; zero percent = DMSO vehicle wells; activation, % at 2 µM;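 active means activation above a set limit, based on mean plus 3 SD of controls, cut at about 140% in these data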; further: values of inactives mirror those of a sister screen read the other way
TNAP inh noacc: TNAP (human) inhibition, acceptor-free conditions | P05186 | purified TNAP, CDP-star luminescence, 30 min | inhibition, % at 20 µM | 0.26% of 200,000 active | AID 1012;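 active means tissue-nonspecific alkaline phosphatase inhibition above about 50% at 20 µM in the single-dose screen, limit read from the data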;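 further: 0% = DMSO negative control and 100% = EDTA positive control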
FLuc act counter: firefly luciferase counter-screen for stimulation assays; AID 1027; ATPlite luciferase biochemical, luminescence, 10 min; 0 = ATP-free wells, 1 = DMSO control; P08659; activation factor at 10 µM; 200,000 tested, under 10 active;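 active means luciferase activation factor, scaled between plate controls, of at least 2 with compound at 10 µM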
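test system = cell-free luciferase reagent | medium = PBS as buffer for the ATP substrate | dosing = test compounds dosed from 2 mM stocks in 100% DMSO | incubation = 10 min at ambient temperature | detection = luminescence measurement of luciferase light output | benchmarks = low control with PBS replacing ATP, high control enzyme plus ATP without compound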
TNAP act hi DEA: activators of human TNAP at high phosphate acceptor concentration; AID 1136; 200,000 tested, under 10 active; activation factor at 20 µM; purified TNAP, CDP-star luminescence, 1 M DEA, 30 min; stronger effect = higher value; 0 = EDTA background, 1 = DMSO-only activity;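 active means activation factor at least 2 at 20 µM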
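Assay system: human TNAP; Input: enzyme diluted 1/800 final; Reagent: CDP-star luminogenic substrate at 100 µM final; Timing: 30 min, room temperature; Signal: luminescence; Evaluation: TNAP activation factor scaled between EDTA and DMSO control wells.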
Active calls of the source: *; . = not tested or not shown.

SMILES,FLuc inhib CS,NF-kB expr up,bIAP act,PMI act hi M6P,TNAP inh hiacc,PMI activator,APP 5'UTR act,TNAP inh noacc,FLuc act counter,TNAP act hi DEA
CCCCOc1ccc(S(=O)(=O)NC(=O)NCc2ccc(OCCC)cc2)cc1,-3,1.2,0.9,1.1,3,1.1,.,-6,1,1
O=C(Cc1ccccc1)NCC(=O)OCC(=O)c1ccccc1Cl,2,1.4,1.1,0.9,3,0.9,1,-1,1,1
C/C(=N\Nc1ccccc1)c1cc2ccccc2oc1=O,5,1,1.1,1.1,2,1.2,14,3,1,1
Cc1nc(N2CCN(Cc3ccccc3)CC2)nc2c1CCC2,-6,1,1.1,1.1,-6,1.1,-8,-9,1.1,1.1
Cc1ccc(-c2noc(CCC(=O)NCc3ccco3)n2)cc1,1,1.2,0.9,1.1,-3,1.2,-12,2,1,1
COc1ccc(C(=O)c2c[nH]c(C(=O)NCCCn3ccnc3)c2)cc1,-5,0.95,1.2,1.1,-7,1.2,6,-21,1,1.1
CCN(CC)S(=O)(=O)c1ccc(C(=O)NC2=C(C(=O)OC)SCC2)cc1,-5,0.61,0.9,1,-3,0.9,6,-6,1,1
COc1cc2c(cc1OC)CN(C(=S)Nc1ccc(C)cc1C)CC2,-4,0.99,1,0.8,4,0.8,6,-9,1,1
Cc1ccc(NC(=O)CCC(=O)N/N=C/c2cccs2)cc1C,-4,1.1,1,1,-4,1,16,-5,1,1
CCC(=O)n1nc(-c2ccc(Cl)cc2)nc1NCc1ccccc1,-8,1.2,0.9,1,-8,0.9,-1,-5,1.1,1.1
NS(=O)(=O)c1ccc(NC(=O)CSC2CCCCC2)cc1,-10,1.6,0.8,1.1,-6,1.1,11,7,1.1,1.1
O=c1[nH]c(/C=C/c2ccc3c(c2)OCO3)c([N+](=O)[O-])c(=O)[nH]1,5,1,1.1,1,2,1,-9,13,1,1
COc1cc(C2NC(=O)NC(C)=C2C(=O)OC(C)(C)C)ccc1OCC(N)=O (configuration not stated),-9,0.92,0.8,1,-6,0.9,-6,-11,1.1,1.1
CCN(CC)c1ccc(/C=N/NC(=O)c2cccc(S(=O)(=O)N3CCOCC3)c2)cc1,2,0.9,0.9,0.8,0,0.9,-6,4,1,1
COc1ccccc1Nc1ncccc1C(=O)NCc1ccccc1,1,1.1,0.9,1.1,-1,1,1,-13,1,1
C=CCC(C)(NCc1ccccc1)c1ccco1 (configuration not stated),-6,1.3,1,1,-1,1.1,14,2,1.1,1
CC(C)=Cc1c(O)nc2ccccn2c1=O,-1,1.2,1,1,-4,1.1,21,-14,1,1
CC(=O)NC1(C(F)(F)F)C(=O)Nc2c1c(=O)[nH]c(=O)n2Cc1ccco1 (configuration not stated),-5,1.2,1,1.1,-7,1,-13,-10,1,1.1
COc1ccccc1NS(=O)(=O)c1cc(NC(=S)Nc2cc(C)cc(C)c2)ccc1Cl,-6,0.92,1.2,1,-6,1,14,-12,1.1,1.1
O=C(CN1C(=O)CSC1=O)Nc1ccc(C(=O)O)cc1,-3,1.2,1,1.1,-5,1,4,-4,1,1.1
CS(=O)(=O)N1N=C(c2cccs2)CC1c1ccccc1F (configuration not stated),-5,.,0.9,0.9,-3,0.9,3,-4,1,1
N=c1n(CCO)c2ccccc2n1CCN1CCCCC1,-3,1,1.2,1,-6,1,-1,-13,1,1.1
CCOC(=O)CCc1c(C)n(CC)c2cc(-c3ccccc3OC)nn2c1=O,-8,0.94,0.9,1.1,-6,1,-10,-11,1.1,1.1
O=C(N/N=C/c1c[nH]c2ccc(Br)cc12)c1ccc2c(c1)OCO2,-2,0.87,1,0.8,-2,0.9,19,-2,1,1
Cc1nnc(NC(=O)CSc2nnc(Cc3ccccc3)n2-c2ccccc2)s1,-5,1,1,1.1,-3,1,17,-11,1.1,1
COC(=O)c1c(C)[nH]c(C(C)=O)c1C,-4,1.1,0.9,0.9,-2,0.9,9,-2,1,1
CCS(=O)(=O)c1ccc(O)c(NC(=O)c2cc(OC)c(OC)c(OC)c2)c1,-6,1.3,1,1,-5,1,5,-12,1.1,1.1
CCOC(=O)/C(C#N)=C/c1cn(CCOc2ccccc2)c2ccccc12,0,1.1,0.8,0.9,4,0.8,4,-5,1,1
O=C(COC(=O)Cc1ccc(-c2ccccc2)cc1)NCc1ccc(F)cc1,-5,1.1,1.4,1,-4,1.1,1,-5,1,1
Cc1cccc(NC(=O)Cn2c(=O)n(CCC(=O)NC3CCCC3)c(=O)c3ccccc32)c1,-5,1.1,0.9,1.1,-2,1.1,18,0,1.1,1

The last 2 compounds of the section above open the next one:
SMILES,FLuc inhib CS,NF-kB expr up,bIAP act,PMI act hi M6P,TNAP inh hiacc,PMI activator,APP 5'UTR act,TNAP inh noacc,FLuc act counter,TNAP act hi DEA
O=C(COC(=O)Cc1ccc(-c2ccccc2)cc1)NCc1ccc(F)cc1,-5,1.1,1.4,1,-4,1.1,1,-5,1,1
Cc1cccc(NC(=O)Cn2c(=O)n(CCC(=O)NC3CCCC3)c(=O)c3ccccc32)c1,-5,1.1,0.9,1.1,-2,1.1,18,0,1.1,1
OCCC1CN(Cc2cccc3nccnc23)CCN1C1CCCC1 (configuration not stated),-1,0.94,1.2,0.9,-2,0.9,2,-5,1,1
Cc1c(C(=O)O)cccc1N1C(=O)Nc2ccccc2N1O,-2,1.2,0.7,1,0,1,2,1,1,1
O=c1oc2c(CN3CCCCC3)c(O)ccc2cc1-c1nc2ccccc2[nH]1,13,.,1.4,0.9,-21,0.9,.,-41,0.9,1.2
Cc1ccc(-c2ccc(/C=N/NC(=O)CN3CCOCC3)o2)cc1[N+](=O)[O-],-6,0.98,1,0.5,-1,0.8,-6,1,1.1,1
CCCn1nnc(NC(=O)c2ccccc2Br)n1,-16,1.6,0.9,1,-5,0.9,7,-6,1.2,1
Cc1ccccc1OCC1CNC(=O)O1 (configuration not stated),-3,1.4,1,0.9,0,1,-9,-6,1,1
COc1ccccc1/C=C/C=N\N1CCN(Cc2ccccc2Cl)CC1,-5,1.3,1,1.2,-4,1.1,-4,-4,1.1,1
Cc1ccc2[nH]c(-c3cccc(N)c3)cc2c1,16,3.3,0.8,0.8,-5,1,152*,-10,0.8,1.1
N=C1C(c2nc3ccccc3s2)=C(O)CN1NC(=O)c1ccc([N+](=O)[O-])cc1,8,2.5,1.2,1,-4,1,150*,-2,0.9,1
Cc1sc2ncnc(NCCCO)c2c1C,-8,0.95,1.1,1,-5,1,22,-5,1.1,1.1
CCOc1cc(/C=C2\SC(=O)N=C2N)ccc1O,0,1.2,1,1,37,0.8,-6,24,1,0.6
Cn1c(SCC(=O)Nc2ccc(F)cc2F)nnc1-c1cccnc1,-1,1.3,0.9,0.8,-8,0.8,-11,-19,1,1.1
Oc1ccccc1/C=N/Nc1cc(N2CCCC2)nc(N2CCCC2)n1,1,1.6,0.8,0.5,2,0.8,-6,-7,1,1
CCN(CC)CCN(Cc1cc2ccc(C)cc2[nH]c1=O)C(=S)Nc1ccccc1C(=O)OC,-4,0.53,1.2,.,-3,.,-3,-4,1,1
O=C(NC1CCN(C(=O)Nc2ccccc2)CC1)C1CCCCC1,-9,1.6,0.9,1,-7,1.1,9,0,1.1,1.1
CCOc1ccccc1CNS(=O)(=O)c1ccc2c(c1)oc(=O)n2C,-6,1.2,1,1,-6,1,17,-20,1.1,1.1
CCC(=O)N(Cc1cc2ccccc2[nH]c1=O)C(C)C,-1,0.95,0.9,0.9,2,0.9,0,0,1,1
COc1cc(OC)cc(C(=O)NCc2cccnc2)c1,-2,1,0.9,0.9,-2,0.9,-5,-9,1,1
CC(C)CC(=O)NC(=S)N1CCN(c2ccc([N+](=O)[O-])cc2Cl)CC1,-4,0.89,0.7,1,2,0.9,-2,-15,1,1
Fc1cccc(-n2ncc(-c3nnnn3-c3ccccc3)c2C(F)(F)F)c1,-2,0.97,1,1,-1,1.1,-3,-7,1,1
O=C(NCc1ccco1)c1sc(=S)n2c1[nH]c(=O)c1ccccc12,-6,1.1,0.9,0.9,3,0.9,18,-3,1.1,1
COc1ccc(C(=O)CSc2nnc(-c3cccnc3)n2Cc2ccco2)cc1,-4,1.5,0.9,1.1,-3,1.1,8,-9,1,1
C=C(C)Cn1c(CCCNC(=O)C(C)(C)C)nc2ccccc21,-4,1.2,0.7,1.1,-1,1.1,0,-6,1,1
Cc1ccc(NC(=O)CCSc2ccccn2)cc1,10,3,0.9,1.1,-4,1.3,81,-5,0.9,1
COCc1nnc(NC(=O)c2sc3ccccc3c2Cl)s1,63*,1.7,0.9,1,-3,0.8,11,-10,0.4,1
Cc1nnsc1C(=O)NC(C)c1ccccc1 (configuration not stated),-6,1.2,1,1.1,-6,1.1,-9,-15,1.1,1.1
O=C(C1CCCCC1)N1CCN(c2nc(-c3ccc(F)cc3)cs2)CC1,-1,0.96,1,0.9,-2,0.9,0,-10,1,1
